Screening results (PubChem BioAssay)
HUVEC prolif 384 – blocks proliferation of human endothelial cells. HUVEC proliferation, CellTiter-Glo luminescence, 72 h; hits give low values. viability, % at 10 µM (by protocol). 86,000 compounds, 1.1% hits. AID 648;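 active means viability at or below 30%; inactive means viability above 30%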;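 further: 100% = median luminescence of DMSO-only cell control wells on each plate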
S1P2 blocker – S1P2 (human) receptor antagonism; 97,000 compounds, 0.21% hits; cell-based S1P2 antagonist assay, inhibition at 5 uM; O95136; inhibition, % at 5 µM; AID 736; in the data active means inhibition above about 45%;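 further: CRE beta-lactamase reporter cells expressing human S1P2 stimulated with S1P; 0% = agonist at EC80 alone and 100% = agonist plus reference antagonist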
Target sequence (O95136 whole entry, looked up): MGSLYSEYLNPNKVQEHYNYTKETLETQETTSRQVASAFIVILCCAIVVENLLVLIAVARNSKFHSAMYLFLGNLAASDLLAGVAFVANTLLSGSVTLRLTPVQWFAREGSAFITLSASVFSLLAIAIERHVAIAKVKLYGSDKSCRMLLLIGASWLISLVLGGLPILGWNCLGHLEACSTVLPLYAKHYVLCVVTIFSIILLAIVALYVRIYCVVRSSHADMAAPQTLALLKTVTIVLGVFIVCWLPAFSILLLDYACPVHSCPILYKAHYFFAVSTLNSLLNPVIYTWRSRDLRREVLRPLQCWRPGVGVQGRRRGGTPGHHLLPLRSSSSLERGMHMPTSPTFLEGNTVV
PostGolgi ctrl – inhibits growth of the yeast control strain. 98,000 compounds, 5% hits. inhibition, % at 10 µM. efflux-deficient yeast background strain, growth absorbance A615, 16 h
DAT uptake mod – changed human dopamine transporter uptake under cocaine IC80; Q01959; LLC-PK1 hDAT cells, [14C]-dopamine uptake with cocaine IC80; actives deviate in either direction; B-score at 10 µM; 110,000 compounds, 1.3% hits;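 active means Z score or B-score, a plate-position-corrected score, falls beyond the plate's 99.7% confidence bounds, in either direction; inactive means both scores lie inside the 99.7% bounds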;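 further: scored against the spread of the other compound wells on the same plate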
Target sequence (Q01959 whole entry, looked up): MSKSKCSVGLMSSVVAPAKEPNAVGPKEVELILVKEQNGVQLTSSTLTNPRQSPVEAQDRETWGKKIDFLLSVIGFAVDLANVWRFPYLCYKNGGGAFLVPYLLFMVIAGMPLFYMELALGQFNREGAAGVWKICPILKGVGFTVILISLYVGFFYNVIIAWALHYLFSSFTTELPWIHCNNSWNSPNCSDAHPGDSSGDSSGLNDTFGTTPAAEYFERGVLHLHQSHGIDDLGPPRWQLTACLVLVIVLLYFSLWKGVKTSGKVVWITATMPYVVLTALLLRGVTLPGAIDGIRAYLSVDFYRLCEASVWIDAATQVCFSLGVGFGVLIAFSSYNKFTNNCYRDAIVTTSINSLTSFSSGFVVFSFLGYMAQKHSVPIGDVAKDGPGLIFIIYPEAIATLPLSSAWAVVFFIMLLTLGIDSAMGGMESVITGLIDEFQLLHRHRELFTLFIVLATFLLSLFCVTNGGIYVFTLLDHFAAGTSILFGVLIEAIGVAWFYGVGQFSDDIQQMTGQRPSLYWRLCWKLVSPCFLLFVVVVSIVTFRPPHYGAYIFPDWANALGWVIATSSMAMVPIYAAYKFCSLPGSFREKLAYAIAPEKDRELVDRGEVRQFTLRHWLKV
S1P2 agonist – activates the human S1P2 receptor; activation, % at 4.5 µM; 97,000 compounds, 0.46% hits; S1P2-expressing cell line, agonist reporter read-out; in the data active means activation above about 16%;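 further: 0% = vehicle low control and 100% = maximal reference agonist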
Lung fibro prol – blocks proliferation of human lung fibroblasts | LL 47 human lung fibroblast viability, ATP luminescence; hits give low values | viability, % at 10 µM | 85,000 compounds, 1.1% hits | AID 719;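 active means viability at or below 50% in the single dose screen; inactive means viability above 50%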;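 further: compound exposure lasted 72 h before the ATP readout; 100% = median luminescence of untreated cell-only wells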
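Material: human lung fibroblast line LL 47, low passage; Evaluation: viability percentage against median untreated-cell control; Buffer or medium: 15% FBS in IMEM; Incubation: 72 h compound exposure at 37 °C after overnight plating; Dosing: 0.1% DMSO in all compound wells; Measured by: CellTiter-Glo luminescence.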
PostGolgi yeast – growth inhibition of a yeast mutant, post-Golgi transport screen; post-Golgi transport phenotypic cell assay; inhibition, % at 10 µM; 98,000 compounds, 0.9% hits; AID 739;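 further: yeast cells grown in 1536-well plates; yeast grown about 18 h at 30C before absorbance read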
Ecoli WT expand – growth inhibitors of E. coli BW25113 wild type. OD600 absorbance. growth inhibition, % at 100 µM. 98,000 compounds, 0.15% hits. AID 710;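 active means growth inhibition above about 50% at one test dose, limit read from the data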;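 further: growth measured after 20 h incubation at 37 °C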
H69AR growth 86K – growth inhibitors of human H69AR lung tumor cells | AID 598 | 85,000 compounds, 6% hits | viability, % at 10 µM | H69AR lung tumor viability, ATP luminescence, 72 h; hits give low values;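 active means viability at or below 40%; inactive means viability above 40%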;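 further: multidrug resistant small cell line overexpressing MRP-1 efflux transporter; 100% = mean luminescence of untreated control wells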
Starred values were filed as active, the others as inactive; . = no result given. Unless noted, no stated cut-off is given here; in the data, active means inhibition above about 30%; inactive means the rest. This is a random part of the collection; overall some 11% were active at least once.

Each structure is followed by: Lung fibro prol	HUVEC prolif 384	S1P2 blocker	H69AR growth 86K	PostGolgi ctrl	S1P2 agonist	PostGolgi yeast	Ecoli WT expand	DAT uptake mod
CCc1ccc(NC(=O)c2ccccc2NC(=O)C2CCCO2)cc1 (configuration not stated)
  104	88	-3	94	-4	0	-6	1	0.58
CCOc1ccc(NS(=O)(=O)c2ccc(OCC(=O)NCCCOC)cc2)cc1
  40*	87	16	.	12	-3	11	-2	-0.12
CCCCNS(=O)(=O)c1ccc2nc(SCC(=O)c3ccccc3OC)[nH]c2c1
  98	93	5	85	0	-6	-4	-10	0.22
O=C(NCc1cccnc1)c1ccc2c(c1)OCO2
  .	.	-16	.	-1	-10	5	4	-0.73
O=C(O)c1ccc(NC(=S)NC(NC(=O)c2ccco2)C(Cl)(Cl)Cl)cc1 (configuration not stated)
  86	80	-6	95	-6	0	4	0	-2.1
Cc1ccc(SCC(=O)Nc2ccc(N3CCN(C)CC3)c(F)c2)cc1
  .	.	9	.	2	-5	1	10	.
COC(=O)CNC(c1ccccc1)c1cc(C)ccc1NC(=O)CNC(=O)OCc1ccccc1 (configuration not stated)
  .	.	-8	.	21	-3	1	-15	0.33
COc1cc2c(cc1NC(=O)/C=C/c1ccccc1)oc1ccccc12
  .	.	16	.	12	-7	0	-27	-0.13
CCc1cc2c(NC(C(=O)O)C(C)C)ncnc2s1 (configuration not stated)
  96	103	-13	86	6	-4	9	3	.
O=C(Nc1cccc(-c2nnc(-c3ccco3)o2)c1)C(c1ccccc1)c1ccccc1
  104	89	5	78	13	-10	-4	-13	-0.57
O=C(NCCN1CCOCC1)c1cc(-c2cccs2)on1
  .	.	-12	.	8	0	2	-2	0.46
CCOC(=O)c1sc2nc(SCC#N)n(CC3CCCO3)c(=O)c2c1C (configuration not stated)
  99	133	.	87	1	.	3	-3	-0.11
CCN(CC)c1ccc(/C=N/N2CCN(Cc3ccc(C)cc3)CC2)c(O)c1
  .	.	7	.	0	-5	-5	-24	-0.17
COc1cc(-c2nc(-c3ccccc3)c(-c3cc([N+](=O)[O-])ccc3C)[nH]2)cc(OC)c1OC
  93	63	-7	53	.	6	.	.	2.5
O=[N+]([O-])c1ccc(S(=O)(=O)Nc2ccc(-c3csc(-c4ccccc4)n3)cc2)cc1
  .	.	16	.	21	-6	25	-24	-0.44
CCOC(=O)c1[nH]c2cc(OC)c(OC)cc2c1NC(=O)CN1CCN(c2ccc(OC)cc2)C(C)C1 (configuration not stated)
  100	85	-17	59	16	-2	12	-12	1.1
CCc1ccccc1NS(=O)(=O)c1ccc2[nH]cc(C(=O)NCC3CCCO3)c(=O)c2c1 (configuration not stated)
  101	85	5	103	41*	-6	1	3	.
COc1ccc(N2CC(C(=O)NCCCN3CCOCC3)CC2=O)cc1 (configuration not stated)
  101	91	-14	103	-2	-7	5	3	-0.36
COc1ccc(C(=O)c2c(C(F)(F)F)oc3c2C(=O)c2ccccc2C3=O)cc1
  2.3*	3.2*	-11	82	46*	1	84*	-18	-2.2
COc1ccc(N(CC(=O)N2CC=C(c3ccccc3)CC2)S(=O)(=O)c2c(C)noc2C)cc1
  86	82	-15	77	19	-5	-2	-1	-0.31

The listing continues.
Each structure is followed by: Lung fibro prol	HUVEC prolif 384	S1P2 blocker	H69AR growth 86K	PostGolgi ctrl	S1P2 agonist	PostGolgi yeast	Ecoli WT expand	DAT uptake mod
O=C(CCCCCN1C(=O)c2ccccc2C1=O)NCc1ccco1
  102	96	-10	88	-5	-2	0	2	0.12
Cc1cc(Cl)cc2c1NC(=O)[C@]21[C@@H]2C(=O)N(Cc3ccccc3)C(=O)[C@@H]2[C@@H]2CCCN21
  101	83	12	88	8	-4	-5	6	3.7*
CCN1CCCC1CNC(=O)Cn1cccc1C(=O)c1ccccc1 (configuration not stated)
  90	80	19	91	5	-6	-5	3	-0.53
O=c1cc(-c2ccccc2)nc2nc[nH]n12
  97	101	-5	95	14	-5	-3	-18	-0.33
CCC(C)Oc1ccccc1C1CC(=O)NC2=C1C(=O)CCC2 (configuration not stated)
  .	.	-5	.	7	-3	2	0	1.1
O=C(Cn1cnc2c(nnn2Cc2ccc(Cl)cc2)c1=O)N1CCN(c2ccccc2)CC1
  96	111	.	93	.	.	.	.	1.2
O=C(NCCC1=CCCCC1)C1CCCN(S(=O)(=O)c2cnc[nH]2)C1 (configuration not stated)
  98	95	1	89	3	-7	-18	-2	-0.17
COC(=O)C(Cc1ccc(OC(=O)c2ccc(C(F)(F)F)cc2)cc1)N1Cc2ccccc2C1=O (configuration not stated)
  .	.	-2	.	4	-6	-3	-10	0.33
COc1ccc(CNc2ccc(C)cc2)cc1Br
  86	105	5	96	.	-4	.	.	1.2
CCOC(=O)C1CCCN(CC(=O)Nc2c(C(=O)OC)[nH]c3ccc(C)cc23)C1 (configuration not stated)
  103	99	14	76	19	-7	5	8	1.9
O=c1[nH]c(=O)n(CCOc2ccc(Cl)cc2)cc1Br
  106	100	7	103	13	-4	4	5	0.014
COc1cc(-c2noc(CCCC(=O)NCc3ccccc3)n2)cc(OC)c1OC
  98	90	-15	66	4	-1	-2	-4	2
CCOC(=O)CS(=O)(=O)c1nc(-c2ccccc2)cc(C(F)(F)F)n1
  3.8*	12*	-8	1.6*	.	-3	.	.	-0.33
CC(/C=N/NC(=O)Cc1cc(=O)[nH][nH]1)=C\c1ccccc1
  .	.	0	.	-8	-3	-3	8	-1
Cc1ccc(SCC2(O)CCN(C(=O)c3ccc(Cl)cc3)CC2)cc1
  .	.	2	.	25	-5	-1	8	0.0044
CCS(=O)(=O)N1CCN(CC2CC3C=CC2C3)CC1 (configuration not stated)
  101	99	1	95	-1	-8	2	4	0.98
OC(CCCN1CCC(O)(c2ccc(Cl)cc2)CC1)c1ccc(F)cc1 (configuration not stated)
  88	116	.	81	.	.	.	.	-0.94
Cc1cccc(-c2c3c(=O)n(C)c(=O)n(C)c3c3cccnn23)c1
  96	90	-42	68	4	1	2	1	0.4
COc1ccccc1NC(=O)Cn1nc(-c2ccc(Cl)cc2)c2ccccc2c1=O
  105	89	-17	35*	28	-2	0	-10	2.3
CCc1nnc(NC(=O)CSc2ncnc3scc(-c4ccc(C)cc4)c23)s1
  .	.	-3	.	-1	-1	1	-3	-0.88

Part of the list above in a different format.
molecule,Lung fibro prol,HUVEC prolif 384,S1P2 blocker,H69AR growth 86K,PostGolgi ctrl,S1P2 agonist,PostGolgi yeast,Ecoli WT expand,DAT uptake mod
CCN1CCCC1CNC(=O)Cn1cccc1C(=O)c1ccccc1 (configuration not stated),90,80,19,91,5,-6,-5,3,-0.53
O=[N+]([O-])c1ccc(S(=O)(=O)Nc2ccc(-c3csc(-c4ccccc4)n3)cc2)cc1,.,.,16,.,21,-6,25,-24,-0.44
CCc1ccccc1NS(=O)(=O)c1ccc2[nH]cc(C(=O)NCC3CCCO3)c(=O)c2c1 (configuration not stated),101,85,5,103,41*,-6,1,3,.

Additional compounds.
Each structure is followed by: Lung fibro prol	HUVEC prolif 384	S1P2 blocker	H69AR growth 86K	PostGolgi ctrl	S1P2 agonist	PostGolgi yeast	Ecoli WT expand	DAT uptake mod
CCCc1nc2scc(-c3ccccc3)c2c(=O)n1N
  .	.	-10	.	4	0	1	10	0.19
COc1cc(/C=C/C(C)=O)cc(OC)c1OC
  85	99	-5	64	-2	-7	6	5	1.3
Cc1ccc(S(=O)(=O)NC(CC(=O)NCC2CCCO2)c2ccco2)cc1 (configuration not stated)
  99	94	7	106	9	-3	-6	-6	-1.6
Cc1ccc(C(=O)N2CCN(C(=O)c3ccc(C)c(C)c3)C(C)C2)cc1C (configuration not stated)
  102	95	1	59	.	-4	.	.	.
O=S(=O)(/N=C(/Nc1cccc2ccccc12)c1ccccc1)c1cccs1
  .	.	6	.	24	-4	21	-22	2.6
C=CCNc1nc(N2CCOCC2)nc(N2CCOCC2)n1
  98	112	7	89	.	-4	.	.	-0.3
Cc1noc(C)c1CSc1nc2[nH]ncc2c(=O)n1-c1ccccc1
  .	.	12	.	9	13	-2	4	-0.7
COc1cc(S(=O)(=O)NCCN2CCOCC2)c(OC)cc1Cl
  .	101	-19	98	32*	2	-3	7	0.037
CCOC(=O)N1CCN(C(=O)c2ccc(S(=O)(=O)c3ccc(C)cc3)c(NC(C)=O)c2)CC1
  95	90	21	86	8	-3	2	0	-7.1*
O=C(Nc1ccc2c(c1)nc1n2CCN(C2CCCCC2)C1)NC1CCCCC1
  .	.	19	.	20	-2	14	3	0.63
CCOC(=O)c1sc2nc(N3CCCC3)c3c(c2c1N)CC(C)(C)OC3
  .	.	-34	.	10	-3	8	-14	0.3
Cc1cc(Nc2ccccc2)nc(-c2ccccc2O)n1
  .	.	-28	.	37*	3	17	4	1
CCc1nnc(NC(=O)c2ccc(S(=O)(=O)N3CCN(Cc4ccccc4)CC3)cc2)s1
  102	107	.	104	2	.	-2	-4	0.28
O=C(Oc1cccc(Nc2ncnc3ccccc23)c1)c1ccccc1Cl
  .	.	5	.	69*	-5	-1	-20	0.92
COc1ccc(/C(O)=C2/C(=O)C(=O)N(CC3CCCO3)C2c2cccc(OC)c2)cc1 (configuration not stated)
  .	.	.	.	2	.	2	0	1.4
Cc1ccc(OCc2nc(C#N)c(NCc3ccco3)o2)cc1
  104	92	-4	99	27	0	1	14	-1.7
O=C(Cn1ccsc1=NC(=O)C(F)(F)F)c1ccccc1
  .	.	3	.	14	-12	-7	4	-0.072
COc1cccc(C2N(c3ccc(Cl)cc3)C(=O)C3CCCN32)c1 (configuration not stated)
  .	.	3	.	1	-3	1	7	-0.9
COC(=O)C1=C(N)OC2=C(C(=O)CCC2)C1c1cccs1 (configuration not stated)
  100	94	10	93	-18	-1	-1	8	-1.2
Cn1c2c(c(=O)n(C)c1=O)C(CC(=O)Nc1ccccc1)C(=O)N2 (configuration not stated)
  94	91	7	87	8	-7	3	-8	-7.9*

(cont.)
Each structure is followed by: Lung fibro prol	HUVEC prolif 384	S1P2 blocker	H69AR growth 86K	PostGolgi ctrl	S1P2 agonist	PostGolgi yeast	Ecoli WT expand	DAT uptake mod
O=C(c1cccc(C(F)(F)F)c1)N1CCCC1
  .	93	3	98	6	-5	-6	6	1.8
O=C(NC1=NCCS1)c1ccc(OCC2CCCO2)cc1 (configuration not stated)
  .	.	28	.	0	-5	6	3	-1
O=C1C(c2ccc(F)cc2)N(Cc2ccc3c(c2)OCO3)C(=O)CN1C1CCCC1 (configuration not stated)
  102	104	-10	76	5	-3	-6	-5	0.14
COc1cc(OC)nc(NC2OC(=O)c3ccccc32)n1 (configuration not stated)
  98	98	6	96	2	-6	-5	12	-0.47
